# PostGolgi ctrl = growth of the yeast control strain, post-Golgi counter-screen | inhibition, % at 10 µM | hit rate 5% among 98,000 | efflux-deficient yeast background strain, growth absorbance A615, 16 h
# PTPN22 act = LYP (human) phosphatase activation; Q9Y2R2; recombinant LYP, DiFMUP fluorescence; 0 = plate median, 100 = signal doubled; activation, % at 2 µM; hit rate 0.11% among 96,000; AID 697;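 active = activation at 2 µM above a set limit, the mean plus 5 SD, cut at about 37% in these data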
# EphB4 antag = blocks human EphB4 binding to ephrin-B2 | P54760 | hit rate 0.15% among 97,000 | EphB4 LBD / TNYL-RAW-Alexa532 peptide, fluorescence polarization | inhibition, % at 7 µM | AID 720;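 active = inhibition above the screen-wide mean inhibition plus 3 SD, cut at about 15% in these data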;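 also: 0% = DMSO wells and 100% = excess unlabeled TNYL-RAW peptide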
# S1P2 blocker = blocks the human S1P2 receptor. cell-based S1P2 antagonist assay, inhibition at 5 uM. inhibition, % at 5 µM. hit rate 0.21% among 97,000; in the data active = inhibition above about 45%;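 also: CRE beta-lactamase reporter cells expressing human S1P2 stimulated with S1P; 0% = agonist at EC80 alone and 100% = agonist plus reference antagonist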
# PostGolgi yeast = growth inhibition of a yeast mutant, post-Golgi transport screen; post-Golgi transport phenotypic cell assay; inhibition, % at 10 µM; hit rate 0.9% among 98,000; AID 739;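 also: yeast cells grown in 1536-well plates; yeast grown about 18 h at 30C before absorbance read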
# S1P2 ag = S1P2 (human) receptor agonism | O95136 | S1P2-expressing cell line, agonist reporter read-out | activation, % at 4.5 µM | hit rate 0.46% among 97,000; in the data active = activation above about 16%;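 also: 0% = vehicle low control and 100% = maximal reference agonist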
# Rev-RRE block = disrupts HIV-1 Rev binding to RRE RNA | Rev peptide-RRE RNA binding, FRET | inhibition, % at 8 µM | hit rate 0.79% among 97,000 | AID 704;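 active = inhibition above the screen-wide mean plus 3 SD, cut at about 35% in these data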;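 also: 0% = median DMSO wells and 100% = median Neomycin B control wells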
# Target sequence (P05866 whole entry, looked up): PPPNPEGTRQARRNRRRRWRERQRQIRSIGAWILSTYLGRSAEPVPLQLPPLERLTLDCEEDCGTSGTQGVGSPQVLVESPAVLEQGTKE
#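 assay system = Cy5-tagged RRE RNA duplex with fluorescein-tagged Rev peptide | incubation = 5 + 15 min at 25 °C | also added = labelled Rev peptide | measure = % inhibition of FRET ratio versus controls | benchmarks = DMSO wells as 0% and neomycin B wells as 100% inhibition | measured by = FRET fluorescence readout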
# PTPN22 inh 2 = inhibitors of human LYP (PTPN22) phosphatase; Q9Y2R2; recombinant LYP catalytic domain, DiFMUP fluorescence; inhibition, % at 2 µM; hit rate 0.21% among 96,000;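 active = inhibition at 2 µM at or above a set limit, the screen mean plus 3 SD, cut at about 24% in these data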;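 also: 0% = DMSO with enzyme and 100% = enzyme fully blocked by orthovanadate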
# FAK inh = inhibitors of human focal adhesion kinase; inhibition, %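 (tested at 7 µM)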; biochemical FAK kinase activity assay; hit rate 0.84% among 97,000; AID 727; Q05397; in the data active = inhibition above about 19%;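 also: 0% = DMSO and 100% = reference compound high control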
# Target sequence (Q05397 whole entry, looked up): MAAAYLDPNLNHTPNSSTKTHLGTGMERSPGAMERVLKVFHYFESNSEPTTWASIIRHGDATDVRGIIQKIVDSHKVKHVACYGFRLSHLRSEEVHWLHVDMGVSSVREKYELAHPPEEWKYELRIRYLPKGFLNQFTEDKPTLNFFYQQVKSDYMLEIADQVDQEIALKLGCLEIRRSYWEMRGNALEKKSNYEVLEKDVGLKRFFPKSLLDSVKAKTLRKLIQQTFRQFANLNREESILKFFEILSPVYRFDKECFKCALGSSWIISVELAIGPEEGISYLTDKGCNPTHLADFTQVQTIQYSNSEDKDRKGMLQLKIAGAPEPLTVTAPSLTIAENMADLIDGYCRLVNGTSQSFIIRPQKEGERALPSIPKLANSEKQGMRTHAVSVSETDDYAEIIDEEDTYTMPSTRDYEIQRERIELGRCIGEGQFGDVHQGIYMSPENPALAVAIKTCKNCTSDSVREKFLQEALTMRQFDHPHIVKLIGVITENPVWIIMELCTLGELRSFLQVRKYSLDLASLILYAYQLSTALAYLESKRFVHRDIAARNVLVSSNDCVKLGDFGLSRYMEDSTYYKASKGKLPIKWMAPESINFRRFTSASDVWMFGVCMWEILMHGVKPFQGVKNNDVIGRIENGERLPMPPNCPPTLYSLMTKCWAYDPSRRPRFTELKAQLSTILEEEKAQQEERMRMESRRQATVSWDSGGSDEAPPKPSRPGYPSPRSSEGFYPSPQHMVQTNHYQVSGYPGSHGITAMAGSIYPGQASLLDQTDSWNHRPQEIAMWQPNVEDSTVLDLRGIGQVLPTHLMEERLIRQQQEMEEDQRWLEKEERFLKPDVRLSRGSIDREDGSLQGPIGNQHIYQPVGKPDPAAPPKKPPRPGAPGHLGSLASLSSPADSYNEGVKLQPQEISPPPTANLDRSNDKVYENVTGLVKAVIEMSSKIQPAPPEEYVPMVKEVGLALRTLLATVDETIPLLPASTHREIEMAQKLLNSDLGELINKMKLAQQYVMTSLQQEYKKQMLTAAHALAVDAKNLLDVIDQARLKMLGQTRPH
# * marks the source's active call; other numbers are inactive results; . = no result given. Rule as the data show it, unless noted: active = inhibition above about 30%; inactive = the rest. Only part of the results is shown; the hit share may differ from the screen's.
SMILES,PostGolgi ctrl,PTPN22 act,EphB4 antag,S1P2 blocker,PostGolgi yeast,S1P2 ag,Rev-RRE block,PTPN22 inh 2,FAK inh
CNC(=O)N(C)c1nnc(C(C)(C)C)s1,19,-4,4,19,0,-5,12,4,2
CCC(=Nc1ccc(OC)cc1OC)c1c(O)n(C2CCCCC2)c(=O)[nH]c1=O,48*,1,-3,-14,71*,-3,-1,-4,-2
CCn1c(=O)cc(OCC(=O)N2CCN(Cc3ccc4c(c3)OCO4)CC2)c2ccccc21,5,-1,-6,-18,-2,-2,5,2,-3
O=c1cccc2n1CC1CC2CN(S(=O)(=O)c2ccccc2)C1 (stereo not drawn),3,0,-1,17,43*,-7,8,4,0
NC1CCCCC1N=Cc1c(O)n(Cc2ccc(F)cc2)c(=O)[nH]c1=O (stereo not drawn),10,-3,-4,2,20,-3,2,1,-1
O=C(CN1CC=C(c2ccccc2)CC1)NC(=O)NCc1ccco1,10,-2,1,5,-5,-2,6,5,1
Brc1ccc(CN2CCNCC2)s1,-7,-1,2,3,-5,-5,10,4,-1
COC(=O)CCCNC(=O)CN1CC(c2ccccc2)CC1=O (stereo not drawn),8,-5,-5,17,1,-7,1,4,1
CCOC(=O)C(C)(CC)NC(=O)CSP(=S)(OCC)OCC (stereo not drawn),-4,1,-2,15,-2,-1,11,0,-2
CC(C)(C)N(NC(=O)c1ccccc1)C(=O)c1ccccc1,8,-1,-1,1,7,-3,5,3,-11

# Random excerpt: two compounds from above, in no set order.
SMILES,PostGolgi ctrl,PTPN22 act,EphB4 antag,S1P2 blocker,PostGolgi yeast,S1P2 ag,Rev-RRE block,PTPN22 inh 2,FAK inh
COC(=O)CCCNC(=O)CN1CC(c2ccccc2)CC1=O (stereo not drawn),8,-5,-5,17,1,-7,1,4,1
CNC(=O)N(C)c1nnc(C(C)(C)C)s1,19,-4,4,19,0,-5,12,4,2

# (continued)
SMILES,PostGolgi ctrl,PTPN22 act,EphB4 antag,S1P2 blocker,PostGolgi yeast,S1P2 ag,Rev-RRE block,PTPN22 inh 2,FAK inh
CC(C)=CCSc1nnc([C@@H](N)Cc2c[nH]c3ccccc23)o1,2,-6,3,-9,-1,-6,2,9,3
Cc1ccc2nc(N3CCC(C(=O)N4CCC5(CC4)OCCO5)CC3)sc2c1,1,16,3,16,-1,-8,-2,-19,0
COc1cc(C2NCc3ccccc3-n3cccc32)ccc1O (stereo not drawn),14,-2,9,4,2,-7,-1,6,-2
COc1ccc2nc(/N=C/c3c(O)n(-c4cccc(Cl)c4)c(=O)[nH]c3=O)sc2c1,9,5,10,1,8,-7,36*,-2,3
CCC(=NC1CC1)c1c(O)n(-c2ccc(OC)cc2)c(=O)[nH]c1=O,10,0,0,9,1,-3,3,0,1
O=C(NCc1ccc(C(=O)N2CCC3(CC2)OCCO3)cc1)c1ccc2c(c1)OCO2,26,9,2,2,2,0,0,-12,-3
O=C(c1ccc(CS(=O)(=O)c2ccc(Br)cc2)o1)N1CCC2(CC1)OCCO2,-1,-7,2,15,1,3,3,4,-1
COc1ccccc1OCCCn1cc(C(=O)c2ccco2)c2ccccc21,49*,12,-9,-18,-8,-2,17,-16,5
CN1C(=O)C(Cc2nc3ccccc3c(=O)n2-c2ccccc2)c2ccccc21 (stereo not drawn),23,21,-13,-16,-4,-5,-1,-18,-6
CN1CCC2(CC1)NC(=O)C1=C(CN(C)CC1)N2,10,-3,3,-7,-4,-3,7,1,-1
Cc1ccccc1-n1c(C)nc2sccc2c1=O,8,-2,-11,-7,-5,-6,2,4,-7
CC1CCC(C(C)C)C(OP(N)(=O)c2ccccc2)C1 (stereo not drawn),9,1,-7,10,-1,-2,-3,-2,-6
O=[N+]([O-])c1ccccc1CNCCc1ccc(F)cc1,-6,2,5,-3,-2,-3,4,-3,-2
COc1ccccc1N(CC(=O)NC1CCCC1)C(=O)c1cnn(C(C)C)c1,.,-1,5,1,.,-9,-4,-2,0
CCCCCSc1cc(OC)c(CCN(C)C)cc1OC,4,18,1,3,4,-6,-4,-15,-3
COc1cc(CC2C(=O)N(C)C(=O)N(C)C2=O)ccc1OCc1ccccc1,3,1,0,-3,0,-8,3,-2,-1
CC(C)OC(=O)c1c(N)n(CC2CCCO2)c2nc3ccccc3nc12 (stereo not drawn),27,6,-8,-9,7,-1,-3,-3,0
CCCCn1c(NC(=O)c2ccco2)c(C(=O)OCC)c2nc3ccccc3nc21,12,3,8,17,14,-3,30,-4,27*
COCCOC(=O)c1c(C)oc2ccc(OC(=O)N(C)C)cc12,11,9,-5,-14,8,-5,1,-10,2
Cn1c(N2CCNCC2)nc2ccccc21,21,2,4,0,9,-4,4,2,-1

# Complete entries from above. Order of values: PostGolgi ctrl | PTPN22 act | EphB4 antag | S1P2 blocker | PostGolgi yeast | S1P2 ag | Rev-RRE block | PTPN22 inh 2 | FAK inh
# Listed for `CCCCn1c(NC(=O)c2ccco2)c(C(=O)OCC)c2nc3ccccc3nc21` → 12 | 3 | 8 | 17 | 14 | -3 | 30 | -4 | 27*
# Listed for `COc1cc(CC2C(=O)N(C)C(=O)N(C)C2=O)ccc1OCc1ccccc1` → 3 | 1 | 0 | -3 | 0 | -8 | 3 | -2 | -1
# Listed for `CC1CCC(C(C)C)C(OP(N)(=O)c2ccccc2)C1` (stereo not drawn) → 9 | 1 | -7 | 10 | -1 | -2 | -3 | -2 | -6
# Listed for `CC(C)OC(=O)c1c(N)n(CC2CCCO2)c2nc3ccccc3nc12` (stereo not drawn) → 27 | 6 | -8 | -9 | 7 | -1 | -3 | -3 | 0

# Additional records.
SMILES,PostGolgi ctrl,PTPN22 act,EphB4 antag,S1P2 blocker,PostGolgi yeast,S1P2 ag,Rev-RRE block,PTPN22 inh 2,FAK inh
CCOC(=O)c1cn2nc(OP(=S)(OCC)OCC)cc2nc1C,9,-13,-3,-22,15,-3,4,10,0
COc1cc2[nH]c(=O)n(-c3ccc(C)cc3)c(=O)c2cc1OC,1,-10,6,14,13,-8,4,14,-5
CCN(CC)c1ccc(N=Cc2c(O)n(-c3ccc(Cl)cc3)c(=O)[nH]c2=O)cc1,-6,3,2,1,3,0,31,-1,-1
Cc1nc2cc(C(F)(F)F)ccc2n1C1CCN(Cc2nnnn2Cc2ccc3c(c2)OCO3)CC1,16,2,0,-9,15,-8,-3,-4,2
Cc1ccc2nsnc2c1-n1c(C)nc2ccccc2c1=O,-4,-6,2,26,-2,-8,6,5,-2
CC(Cc1ccccc1Sc1ccc(O)cc1)N(C)C (stereo not drawn),-6,-8,12,16,-5,-2,-1,7,0
CCOc1ccccc1-n1c(O)c(C=NCCCN(CC)CC)c(=O)[nH]c1=O,2,-16,8,8,12,-7,5,13,7
CCOP(=O)(C(NC(=O)c1ccccc1Cl)=C(Cl)Cl)c1ccccc1 (stereo not drawn),-1,8,0,-20,-9,0,4,-10,0
CCCC(C)C1(CC)C(=O)NC(=Nc2ccc(F)cc2)NC1=O (stereo not drawn),5,-3,-6,-11,-2,-7,2,6,1
O=C(C1CCCN(c2nnc(-n3cccc3)s2)C1)N1CCC2(CC1)OCCO2 (stereo not drawn),15,10,-3,-21,1,-3,0,-10,-1

# Single entries from the entries so far:
# CNC(=O)N(C)c1nnc(C(C)(C)C)s1 in PostGolgi ctrl has 19
# O=c1cccc2n1CC1CC2CN(S(=O)(=O)c2ccccc2)C1 (stereo not drawn) in FAK inh has 0
# CCn1c(=O)cc(OCC(=O)N2CCN(Cc3ccc4c(c3)OCO4)CC2)c2ccccc21 in FAK inh has -3
# COc1cc2[nH]c(=O)n(-c3ccc(C)cc3)c(=O)c2cc1OC in S1P2 blocker has 14
# CC1CCC(C(C)C)C(OP(N)(=O)c2ccccc2)C1 (stereo not drawn) in Rev-RRE block has -3
# Cc1ccc2nc(N3CCC(C(=O)N4CCC5(CC4)OCCO5)CC3)sc2c1 in Rev-RRE block has -2

# Continued:
SMILES,PostGolgi ctrl,PTPN22 act,EphB4 antag,S1P2 blocker,PostGolgi yeast,S1P2 ag,Rev-RRE block,PTPN22 inh 2,FAK inh
CC(=O)N(C1=NCCCS1)c1ccccc1F,2,-5,2,18,1,-8,8,4,-1
COc1ccc(C2=NCC(=O)N(CC(=O)NCc3ccco3)c3sc4c(c32)CCCC4)cc1,8,-10,-5,10,-4,-9,0,9,6
CNCC1(c2ccccc2)CCCC1,1,4,-8,-4,11,-9,-2,-2,-2
O=C(C1CC(c2ccc(Cl)c(Cl)c2)=NO1)N1CCC2(CC1)OCCO2 (stereo not drawn),5,7,-8,-18,0,1,14,-8,-1
CN(C)c1nc(OCCNC(=O)COc2ccc(Cl)cc2Cl)nc(N2CCCCC2)n1,15,-4,-1,-3,-3,0,-3,3,0
CC12CN3CCN(CC(C3)C1O)C2 (stereo not drawn),7,-3,0,18,5,-7,9,1,7
CCOC(=O)C1=C(N)Oc2c(c(=O)oc3ccccc23)C12C(=O)N(C)c1ccccc12 (stereo not drawn),5,-2,-2,6,3,-11,5,-2,2
CCOC(=O)C1C2NC(=O)N(Cc3ccccc3)C1(C)Oc1c(OC)cccc12 (stereo not drawn),16,0,-8,-2,7,-2,-1,-1,-2
Cc1nn(Cc2ccccc2)c(C)c1C(=O)OCC(=O)Nc1ccccc1SCC#N,8,-3,5,16,19,-9,61*,1,1
C=CCn1c(O)c(C(C)=NCCN2CCOCC2)c(=O)[nH]c1=O,4,2,-7,4,17,-3,3,-2,-10
O=C(CCCOc1ccc(Cl)cc1Cl)N1CCC2(CC1)OCCO2,10,-16,1,-9,2,0,4,15,1
Cc1cc(NC(=O)CCC(=O)N2CCC3(CC2)OCCO3)no1,3,1,-1,7,2,-3,12,-2,6
CCC(C)OC(=O)c1c(N)n(Cc2cccs2)c2nc3ccccc3nc12 (stereo not drawn),50*,2,-1,-10,16,-2,6,-1,1
CCOP(=O)(OCC)C(C)(C)NC(=O)C(Cl)(Cl)Cl,2,-1,1,6,1,-8,7,-2,-6
O=C(c1cccn2c(=O)c3cc(Br)ccc3nc12)N1CCC2(CC1)OCCO2,4,8,12,10,-7,0,8,-10,-1
Cc1ccc(-n2c(O)c(C=Nc3ccc(S(=O)(=O)N(C)C)cc3)c(=O)[nH]c2=O)cc1,-13,3,1,-5,-7,-11,17,-2,-3
CC(=NCc1cccnc1)c1c(O)n(-c2ccccc2C)c(=O)[nH]c1=O,2,-3,5,1,10,-2,16,5,-1
O=c1[nH]c(=O)n(CCC2=CCCCC2)c(O)c1C=NC1CCN(Cc2ccccc2)CC1,-5,3,3,-9,-5,3,7,-3,-1
CC(=O)c1cccc(OCC(O)CN2CC=C(c3ccccc3)CC2)c1 (stereo not drawn),4,0,-2,-13,0,-3,7,-3,0
Cc1nc2ccccc2c(=O)n1-c1cccnc1,7,-4,3,18,7,-12,8,2,1
CN1CCc2nc3sc(C(=O)NC(C)(C)C)c(N)c3cc2C1,68*,0,4,4,96*,-2,7,2,-1
CC12CN3CC(C)(CN(C1)C3c1ccco1)C2=O (stereo not drawn),-3,6,3,12,-5,-5,11,-8,2
O/N=C1/C(=C\c2ccccc2)N2CCC1CC2,15,1,-6,-4,2,-4,1,-2,1
CC(=O)Nc1ccccc1C(=O)OCc1ccc(C(=O)c2ccccc2)cc1,2,2,-4,-8,-6,-7,10,-2,3
CCOP(=O)(OCC)C(O)c1ccc(OC)c(OC)c1 (stereo not drawn),-3,12,-3,-9,-2,-4,-1,-7,-6
CC1OC(NCCc2ccccc2)C(O)C(O)C1O (stereo not drawn),15,-6,-2,2,3,-4,8,8,4
O=c1[nH]c(=O)n(-c2cccc(Cl)c2)c(O)c1C=NCCN1CCCCC1,4,-6,-6,-9,-14,-6,3,4,-2
C(=NC12CN3CN(CN(C3)C1)C2)c1cccs1,-7,-9,-1,11,13,-3,4,11,-13
COc1ccc(C2NCc3ccc4c(c3-n3cccc32)OCO4)cc1O (stereo not drawn),6,-8,1,19,-4,-18,-5,12,3
CC(C)C12CN3CCN(CC(C3)C1O)C2 (stereo not drawn),12,-7,4,-2,0,2,3,7,0
Cc1ccc(-c2nc3ccccc3c(=O)n2-c2ncccc2C)cc1,2,6,-9,-16,-6,-1,0,-4,-3

# Bioassay records from PubChem BioAssay.
